# Source: PubChem BioAssay (Broad Institute)
# DENV2 CPE = inhibitors of DENV2 cytopathic effect; DENV2-infected cells, cytopathic effect rescue, plate reader; AID 651640; CPE inhibition, % at 9.99 µM; hit rate 1.7% among 350,000; in the data active means CPE inhibition above about 20%, passing the limit was not always enough; inconclusive means no clear call, values can overlap the other calls; tested in BHK-21 cells;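 further: 0% = median of neutral control wells and 100% = median of positive control wells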
# SIRT5 block = inhibitors of human sirtuin-5 desuccinylase. Q9NXA8. Purified SirT5, succinyl-peptide AMC, trypsin-coupled fluorescence. inhibition, % at 15 µM. hit rate 1.1% among 330,000. AID 652115; in the data active means inhibition above about 15%; inconclusive means no clear call, values can overlap the other calls
# Target sequence (Q9NXA8 whole entry, looked up): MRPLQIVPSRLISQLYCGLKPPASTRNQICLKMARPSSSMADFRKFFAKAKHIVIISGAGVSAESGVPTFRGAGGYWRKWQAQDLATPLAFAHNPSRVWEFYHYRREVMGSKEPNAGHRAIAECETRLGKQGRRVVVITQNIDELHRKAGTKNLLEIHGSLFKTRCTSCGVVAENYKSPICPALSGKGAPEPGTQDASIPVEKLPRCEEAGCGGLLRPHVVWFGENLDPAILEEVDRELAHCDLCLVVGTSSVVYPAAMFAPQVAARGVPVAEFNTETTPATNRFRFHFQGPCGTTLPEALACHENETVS
# S100A4 inh HTS = inhibitors of human S100A4 binding to myosin IIA peptide; inhibition, % at 10.7 µM; AID 652163; P26447; hit rate 0.14% among 360,000; S100A4/TAMRA-MyoIIA peptide fluorescence polarization;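 active means mean inhibition of at least 70% across replicates, with every replicate also reaching that level; inconclusive means mean inhibition reaches 70% but some replicates fall short; inactive means mean inhibition below 70%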
# Target sequence (P26447 whole entry, looked up): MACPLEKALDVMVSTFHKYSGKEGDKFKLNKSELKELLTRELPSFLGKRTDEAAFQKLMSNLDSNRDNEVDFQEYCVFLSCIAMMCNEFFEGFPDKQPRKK
#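 Material: human S100A4 monomer with TAMRA-labelled myosin IIA peptide; buffer or medium: HEPES pH 7.2 with CaCl2, KCl, NaCl, DTT, Triton; compound dosing: one concentration per compound; schedule: 5 min incubation before reading; benchmarks: neutral control DMSO, positive control TFP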
# PglD inh = inhibitors of Campylobacter jejuni PglD acetyltransferase; purified PglD enzyme, DTNB colorimetric CoA detection; inhibition, % at 12.5 µM; hit rate 0.098% among 360,000; AID 602405; in the data active means inhibition above about 16%, passing the limit was not always enough; inconclusive means no clear call, values can overlap the other calls; further: strong numbers were not always called active
# ERp5 inh = inhibitors of human ERp5; inhibition, % at 9.99 µM; hit rate 0.05% among 350,000; ERp5 insulin aggregation, absorbance 650 nm, 90 min;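 active means mean replicate inhibition above about 25%, with every replicate also reaching it, limit read from the data, passing the limit was not always enough; inconclusive means only one of those two criteria met; inactive means neither criterion met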
# E-sel inducer = induces E-selectin expression in human endothelial cells; HUVEC E-selectin immunofluorescence imaging; normalized: neutral wells 0, TNF-alpha wells 100; activation, % at 7.58 µM; P16581; hit rate 0.37% among 260,000;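 active means mean E-selectin-positive cell signal at least 10% of the positive control, reached in at least 60% of replicates, without over 20% cell loss; inconclusive means no rule given, readout overlaps actives, possibly toxicity-flagged; inactive means the rest, including those meeting only one limit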;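 further: in these data hits start at about 27%; measured in HUVEC primary endothelial cells; signal is the percent of cells scored E-selectin positive by PE staining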
# Target sequence (P16581 whole entry, looked up): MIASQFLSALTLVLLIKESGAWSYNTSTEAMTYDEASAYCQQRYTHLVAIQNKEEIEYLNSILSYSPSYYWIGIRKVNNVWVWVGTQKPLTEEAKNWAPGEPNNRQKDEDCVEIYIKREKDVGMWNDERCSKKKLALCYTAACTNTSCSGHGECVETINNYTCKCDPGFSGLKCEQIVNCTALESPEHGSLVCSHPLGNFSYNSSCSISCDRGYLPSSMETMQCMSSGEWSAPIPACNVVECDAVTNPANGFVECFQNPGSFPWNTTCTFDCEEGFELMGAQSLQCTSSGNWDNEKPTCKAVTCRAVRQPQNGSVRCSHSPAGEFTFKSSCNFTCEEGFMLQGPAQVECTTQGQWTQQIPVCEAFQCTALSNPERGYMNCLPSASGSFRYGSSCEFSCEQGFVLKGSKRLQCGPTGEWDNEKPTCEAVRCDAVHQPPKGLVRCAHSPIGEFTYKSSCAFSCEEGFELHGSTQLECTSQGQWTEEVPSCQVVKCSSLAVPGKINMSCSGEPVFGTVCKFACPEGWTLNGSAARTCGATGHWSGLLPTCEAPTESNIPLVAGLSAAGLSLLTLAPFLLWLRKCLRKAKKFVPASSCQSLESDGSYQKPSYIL
#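 Test system: HUVEC; input: 3,000 HUVEC/well; measured by: immunofluorescence imaging; read-out: % PE-positive cells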
# Statin myotox sup = suppression of simvastatin myotoxicity. C2C12 myotubes + simvastatin, ATP luminescence, 48 h; scaled: DMSO 0, geranylgeraniol control 100. rescue of ATP level, % at 7.49 µM. hit rate 0.78% among 330,000;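 active means mean ATP rescue above about 67%, or every replicate alone reaching that limit, limit read from the data, passing the limit was not always enough; inconclusive means no clear call, values can overlap the other calls; inactive means mean under the limit and some replicate under it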;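 further: myotubes were challenged with 10 µM simvastatin during compound exposure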
# * marks the source's active call; other numbers are inactive results; ? = inconclusive; nt = no result given; & = joins results of further samples. Not all compounds are listed; the hit share may differ from the screen's.
SMILES,DENV2 CPE,SIRT5 block,S100A4 inh HTS,PglD inh,ERp5 inh,E-sel inducer,Statin myotox sup
CCOC(=O)C(=CNc1nc(-c2ccc3ccccc3c2)cs1)C(=O)OCC,-4,1,2,-4,-4,-0.1,2
Cc1ccc(C)c(CSC2=NN3CCCC(=O)N=C3S2)c1,-1,-4,-4,nt,6,2.0,16
O=C(C[C@H]1C=C[C@H](NS(=O)(=O)c2ccc(F)cc2)[C@@H](CO)O1)NC1CCC1,-5,-5,3,-7,-9,0.3,-6
C[C@H](CO)N1C[C@H](C)[C@@H](CN(C)S(=O)(=O)c2cn(C)cn2)Oc2ncc(/C=C/c3ccccc3)cc2C1=O,1,-12,-5,-1,-3,0.0,1
C[C@H](CO)N1C[C@H](C)[C@H](CN(C)C(=O)Nc2ccc(C(F)(F)F)cc2)OCc2cnnn2CCCC1=O,-15&14,-3&2,3&-4,2&2,4&0,0.4&-0.2,0&-2
CCc1ccc(NC(=S)N2CCN(C)CC2)cc1,-5,0,1,2,4,-0.3,nt
O=C(Nc1nc(-c2ccccc2)ns1)c1ccncc1,1,-1,-4,8,5,4.1,nt
CCCCCOC(=O)C1C(c2ccccc2)C(C(=O)O)C1c1ccccc1 (stereo not drawn),8,6,-5,nt,2,nt,nt
C/C=C/c1ccc([C@H]2[C@H](CO)N3C(=O)CN(C(=O)c4ccncc4)C[C@@H]23)cc1,-8,2,37,nt,7,-0.1,nt
CO[C@H]1CN(C)C(=O)c2ccc(NC(=O)Nc3c(C)noc3C)cc2OC[C@@H](C)N(C)C[C@@H]1C,-6,-1,-16,3,8,-0.1,15
CCc1cc2ccc(C)cc2nc1SCC(=O)NNC(=O)c1ccco1,-1,-2,-1,nt,0,nt,nt
Cc1ccc(N2C(=O)Nc3ccccc3C2(O)C(=O)N2CCN(c3ccccn3)CC2)cc1C (stereo not drawn),0,3,-1,2,-2,-1.2,-2
Cc1ccc(S(=O)(=O)N(C)C[C@@H]2Oc3ccc(NS(=O)(=O)c4ccc(Cl)cc4)cc3CC(=O)N([C@@H](C)CO)C[C@@H]2C)cc1,?,14,-4,-2,-3,-0.7,4
COc1ccc(S(=O)(=O)N(C)C[C@@H]2Oc3ccc(NC(=O)Cc4ccccc4)cc3C(=O)N([C@H](C)CO)C[C@H]2C)cc1,20,-1,2,4,-1,0.0,-7
CC(=O)NC(Cc1ccc(F)c(F)c1)C(=O)NC1CCN(c2c(Cc3ccccc3)c(C)nc3ncnn23)CC1 (stereo not drawn),nt,-5,-8,-1,2,nt,2
Cc1ccccc1Cn1c(C)cc(C)c(C#N)c1=O,2,-3,-12,nt,6,nt,nt
CCC(=O)N(c1nnc(SCC(=O)NN2C(=O)NC3(CCC(C)CC3)C2=O)s1)C1CC1 (stereo not drawn),-4,-2,-1,2,-3,nt,-11
O=C(N/C(=C\c1cccnc1)C(=O)N1CCCCC1)c1cccc(Br)c1,-1,-1,4,-3,2,0.1,4
Cc1ccccc1CSc1nc2c(c(=O)[nH]1)CCC2,11,-4,4,3,-4,nt,-6
CC(C)CN(C(=O)CCNC(=O)c1ccc(Cl)cc1)C1CCS(=O)(=O)C1 (stereo not drawn),3,0,2,3,6,nt,-2
O=C(c1ccc(Cl)cc1)N1CCCC(C(=O)N2CCN(c3ccccc3)CC2)C1 (stereo not drawn),-3,1,-33,-1,-1,nt,nt
CN1c2ccc(-c3cccc(C#N)c3)cc2[C@H]2[C@H](CCN2C(=O)CC2CC2)[C@H]1CO,nt,nt,nt,-5,nt,0.8,-12
COc1ccc(C(C(=O)NCc2ccccc2)N(C(=O)c2snc(C(N)=O)c2N)C2CCCC2)cc1 (stereo not drawn),3,-3,2,5,5,nt,-5
CN(C)C(=O)[C@@H]1[C@@H](CO)[C@@H]2Cn3c(cccc3=O)[C@@H]2N1C(=O)NC1CCCC1,-6,-1,-47,nt,-1,-0.2,nt
COc1cc(NC(=O)CSc2nc3ncnc(N)c3[nH]2)c(C(=O)O)cc1OC,-4,0,-2,-1,-1,0.0,14
C[C@H]1CN([C@@H](C)CO)C(=O)Cc2cc(N(C)C)ccc2O[C@H]1CN(C)S(=O)(=O)c1ccc(F)cc1,9,0,-2,-2,-1,nt,11
CC(C)CC#Cc1cnc2c(c1)C(=O)N([C@H](C)CO)C[C@H](C)[C@@H](CN(C)C(=O)c1ccccc1F)O2,nt,nt,nt,-2,nt,0.3,-3
Cc1nc(Nc2ccccc2)sc1C(=O)Nc1ccccc1,0,-1,-3,nt,-3,nt,nt
CCOC(=O)c1c(C)n(C)c2ccc(OCC(N)=O)cc12,17,3,13,-13,7,0.3,3
C[C@@H]1CN([C@@H](C)CO)S(=O)(=O)c2ccc(C3=CCCC3)cc2O[C@H]1CN(C)CC1CCOCC1,3,8,-26,-1,4,-0.3,-10
Cc1ccc(S(=O)(=O)N2CCC(=O)N(C(COCc3ccccc3)Cc3ccccc3)CC2)cc1 (stereo not drawn),4,-13,3,4,6,-0.1,-5
COc1ccc(N2CCN(C(C)C(=O)N(C)Cc3ccccc3)CC2)cc1 (stereo not drawn),-6,4,-5,0,3,nt,5
CC(C)(C)NC(=O)NC(=O)COC(=O)CNS(=O)(=O)/C=C/c1ccccc1,0,-3,-6,1,-1,0.1,10
CCOC(=O)C1=C(Nc2ccccc2)CSC1,?,0,41,nt,2,0.1,nt
COC(=O)c1cnc2c(c(C)nn2C)c1OC,-1,-5,0,5,3,nt,-4
COc1ccc(CCNC(=O)C(C)OC(=O)c2cccs2)cc1OC (stereo not drawn),10,nt,-23,3,-2,0.0,-1
COc1cccc(-c2ccc3c(c2)O[C@H](CN(C)Cc2cncnc2)[C@@H](C)CN([C@@H](C)CO)S3(=O)=O)c1,-6,-1,10,2,-1,0.4,-9
O=C1CN(S(=O)(=O)Cc2ccccc2)C[C@@H]2[C@H](c3ccc(C#Cc4cccc(F)c4)cc3)[C@H](CO)N12,-5,17*,3,nt,3,-0.6,nt
O=C(NCC(c1ccco1)N1CCN(c2ccccc2F)CC1)C(=O)NC1CCCC1 (stereo not drawn),2,3,3,2,5,-1.4,8
O=C(C[C@@H]1CC[C@@H]2[C@H](COC[C@H](O)CN2Cc2cccc(Cl)c2)O1)NCC1CCCCC1,0,5,12,4,-4,0.0,27
O=C(CN1C(=O)C2CCCCC2C1=O)OCC(=O)c1ccc(Cl)s1 (stereo not drawn),-7,-2,2,-2,3,nt,-4
C[C@H](O)C#Cc1cnc2c(c1)C(=O)N([C@@H](C)CO)C[C@H](C)[C@@H](CN(C)C(=O)CN1CCOCC1)O2,6,0,-4,1,2,nt,-14
O=C(Nc1nnc(-c2ccc3c(c2)CCCC3)o1)c1ccccc1,-8,-1,5,-4,-3,0.0,1
COc1cccc2c(O)c(-c3ccccc3)c(=O)[nH]c12,-2,2,0,-4,2,1.9,6
Cc1ccc(CN2CCN(c3ncccn3)CC2)o1,0,-2,3,0,6,nt,7
Cc1nc2sc(C(N)=O)c(N)c2c2c1CCCC2,-8,-2,2,nt,2,-0.6,nt
Cc1ccc(S(=O)(=O)Nc2ccc3c(c2)C(=O)N(C)[C@H]2CC[C@H](CC(=O)NCCc4ccncc4)O[C@H]2CO3)cc1,-1,-1,-1,-2,3,0.0,12
Cc1ccc2c(c1)-n1c(nc3cc(F)ccc3c1=O)C(Cc1ccccc1)NC2=O (stereo not drawn),nt,nt,-3,nt,-2,-0.4,nt
C=CCN1CCN(c2ccncc2S(=O)(=O)N2CCN(C)CC2)CC1,-6,-8,-1,-4,-4,-0.1,nt
Cc1noc(C)c1NC(=O)N[C@H]1CC[C@@H](CCNC(=O)C2CCC2)O[C@@H]1CO,-9,0,-2,3,-2,-0.1,0
CC(O)CSc1nc2c(c(=O)n(C)c(=O)n2C)n1CCCc1ccccc1 (stereo not drawn),1,-6,0,4,8,0.1,18
COC1=CC(=O)OC(c2ccccc2)C1 (stereo not drawn),-6,-13,2,nt,-2,3.2,nt
Cc1c(N=Cc2ccc[nH]2)c(=O)n(-c2ccccc2)n1C,-6,3,-5,-5,-2,nt,-7
CCn1cc(C2=NC(C)(C)CO2)c2ccccc21,-7,-4,7,-5,-2,nt,2
COc1ccc(-c2cc3nc(C)cc(-c4ccc(OC)cc4)n3n2)cc1,-4,-4,-2,2,0,0.5,-9
CC(C)(C)OC(=O)C(Cl)(C(=O)OC(C)(C)C)c1ccc2nnnn2n1,1,-3,-5,nt,3,0.0,nt
COc1cc(S(=O)(=O)N2CCN(C(=O)c3ccccc3)CC2)c(OC)cc1Br,6,0,-1,nt,-4,nt,nt
CO[C@H]1CC[C@H]2CCN(C)C(=O)C[C@H](c3ccccc3)CN(C)C(=O)c3cc(C#N)ccc3OC[C@H]1O2,-3,4,0,-2,-2,-0.1,-5
COCc1cn(CC[C@H]2CC[C@@H](NC(=O)c3ccncc3)[C@H](CO)O2)nn1,5,9,0,-1,4,-0.6,2
Cc1noc(C)c1NC(=O)N(C)C[C@H]1Oc2ncc(C#CCN(C)C)cc2C(=O)N([C@H](C)CO)C[C@H]1C,-10,-1,-3,1,4,-0.1,15

# Already shown: entries from further up.
SMILES,DENV2 CPE,SIRT5 block,S100A4 inh HTS,PglD inh,ERp5 inh,E-sel inducer,Statin myotox sup
Cc1noc(C)c1NC(=O)N[C@H]1CC[C@@H](CCNC(=O)C2CCC2)O[C@@H]1CO,-9,0,-2,3,-2,-0.1,0
CC(O)CSc1nc2c(c(=O)n(C)c(=O)n2C)n1CCCc1ccccc1 (stereo not drawn),1,-6,0,4,8,0.1,18
COC1=CC(=O)OC(c2ccccc2)C1 (stereo not drawn),-6,-13,2,nt,-2,3.2,nt
Cc1c(N=Cc2ccc[nH]2)c(=O)n(-c2ccccc2)n1C,-6,3,-5,-5,-2,nt,-7
CCn1cc(C2=NC(C)(C)CO2)c2ccccc21,-7,-4,7,-5,-2,nt,2
COc1ccc(-c2cc3nc(C)cc(-c4ccc(OC)cc4)n3n2)cc1,-4,-4,-2,2,0,0.5,-9
CC(C)(C)OC(=O)C(Cl)(C(=O)OC(C)(C)C)c1ccc2nnnn2n1,1,-3,-5,nt,3,0.0,nt
COc1cc(S(=O)(=O)N2CCN(C(=O)c3ccccc3)CC2)c(OC)cc1Br,6,0,-1,nt,-4,nt,nt
CO[C@H]1CC[C@H]2CCN(C)C(=O)C[C@H](c3ccccc3)CN(C)C(=O)c3cc(C#N)ccc3OC[C@H]1O2,-3,4,0,-2,-2,-0.1,-5
COCc1cn(CC[C@H]2CC[C@@H](NC(=O)c3ccncc3)[C@H](CO)O2)nn1,5,9,0,-1,4,-0.6,2
Cc1noc(C)c1NC(=O)N(C)C[C@H]1Oc2ncc(C#CCN(C)C)cc2C(=O)N([C@H](C)CO)C[C@H]1C,-10,-1,-3,1,4,-0.1,15

# Next section:
SMILES,DENV2 CPE,SIRT5 block,S100A4 inh HTS,PglD inh,ERp5 inh,E-sel inducer,Statin myotox sup
COc1ccccc1N1CCN(C(=O)Cn2c(=O)[nH]c3ccsc3c2=O)CC1,nt,nt,nt,4,nt,0.1,-3
Cc1ccc(S(=O)(=O)N(CC(=O)NCc2ccco2)C2CCCCC2)cc1,-8,0,-10,2,0,nt,3
COCCOCC(=O)Nc1ccc(S(=O)(=O)Nc2cc(C)nc(C)n2)cc1,6,3,3,1,3,nt,6
CC(/C=C/c1ccco1)=N/NC(=O)c1ccc(C)nc1,8,nt,3,-4,3,0.1,-9
C=CCn1c(=O)c(C(=O)NCCc2ccc(Cl)cc2)c(O)c2cc(OC)c(OC)cc21,0,-2,-12,-12,-3,nt,0

# Reformatted: two of the compounds above
smiles: CC(/C=C/c1ccco1)=N/NC(=O)c1ccc(C)nc1
- DENV2 CPE: 8
- SIRT5 block: nt
- S100A4 inh HTS: 3
- PglD inh: -4
- ERp5 inh: 3
- E-sel inducer: 0.1
- Statin myotox sup: -9

smiles: C=CCn1c(=O)c(C(=O)NCCc2ccc(Cl)cc2)c(O)c2cc(OC)c(OC)cc21
- DENV2 CPE: 0
- SIRT5 block: -2
- S100A4 inh HTS: -12
- PglD inh: -12
- ERp5 inh: -3
- E-sel inducer: nt
- Statin myotox sup: 0
